Screening results as filed in PubChem BioAssay.
EPAC1 agonist: activates human EPAC1 exchange factor; O95398; EPAC1 agonist qHTS, biochemical assay; response scale: 100% = response to 6.5 mM cAMP; Potency, µM (series often up to 154 µM), inactives show at the top dose activation, usual class: activators; 360,000 tested, 0.073% active; AID 720707; note: potency is the fitted concentration of half-maximal effect; nearly all actives have a fitted effect of over 60% in size
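EPAC1 100 nM, Rap1B–BODIPY-GDP 250 nM, unlabeled GDP 50 uM; compound titration; 5 min RT; kinetic read ex480/em540 at 5-min intervals ×30 min; data normalized to 6.5 mM cAMP agonist control.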
IL-2 act: IL-2 activation | IL-2 activation reporter assay, cell-based qHTS; stimulated with anti-CD3/CD4/CD28 beads; in transgenic mouse T cells | activation, % (series mostly up to about 46 µM) | 360,000 tested, 0.065% active | AID 652025; in the data active = activation above about 50%; inconclusive = mostly about 30% to 49%; note: 0% is about no effect
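Unstimulated transgenic mouse T cells, 750 per well, received compound and, after 60 minutes, anti-CD3/anti-CD4 bead plus anti-CD28 stimulation. EGFP and DsRed were quantified after 18 hours.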
EPAC1 antag: EPAC1 (human) antagonism | EPAC1 GEF assay, Rap1b-BODIPY-GDP exchange fluorescence | AID 720709 | O95398 | Potency, µM (series often up to 115 µM), for inactives: at the highest dose activity change, negative = inhibition, usual class: inhibitors | 360,000 tested, 0.14% active;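 note: potency is the fitted concentration of half-maximal effect; plate controls were vehicle for no effect and positive control for full effect; nearly all actives have a fitted effect of over 50% in size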
EPAC2 agonist: EPAC2 (human) agonism | EPAC2 activation, biochemical qHTS; response scale: 100% = 6.5 mM cAMP response | Potency, µM (titrated, usually from 154 µM), without a hit: at the highest dose activation, most hits filed as activators | 360,000 tested, 0.079% active | AID 720711; note: potency is the fitted concentration of half-maximal effect; nearly all actives have a fitted effect of over 50% in size
Target sequence (Q8WZA2 whole entry, looked up): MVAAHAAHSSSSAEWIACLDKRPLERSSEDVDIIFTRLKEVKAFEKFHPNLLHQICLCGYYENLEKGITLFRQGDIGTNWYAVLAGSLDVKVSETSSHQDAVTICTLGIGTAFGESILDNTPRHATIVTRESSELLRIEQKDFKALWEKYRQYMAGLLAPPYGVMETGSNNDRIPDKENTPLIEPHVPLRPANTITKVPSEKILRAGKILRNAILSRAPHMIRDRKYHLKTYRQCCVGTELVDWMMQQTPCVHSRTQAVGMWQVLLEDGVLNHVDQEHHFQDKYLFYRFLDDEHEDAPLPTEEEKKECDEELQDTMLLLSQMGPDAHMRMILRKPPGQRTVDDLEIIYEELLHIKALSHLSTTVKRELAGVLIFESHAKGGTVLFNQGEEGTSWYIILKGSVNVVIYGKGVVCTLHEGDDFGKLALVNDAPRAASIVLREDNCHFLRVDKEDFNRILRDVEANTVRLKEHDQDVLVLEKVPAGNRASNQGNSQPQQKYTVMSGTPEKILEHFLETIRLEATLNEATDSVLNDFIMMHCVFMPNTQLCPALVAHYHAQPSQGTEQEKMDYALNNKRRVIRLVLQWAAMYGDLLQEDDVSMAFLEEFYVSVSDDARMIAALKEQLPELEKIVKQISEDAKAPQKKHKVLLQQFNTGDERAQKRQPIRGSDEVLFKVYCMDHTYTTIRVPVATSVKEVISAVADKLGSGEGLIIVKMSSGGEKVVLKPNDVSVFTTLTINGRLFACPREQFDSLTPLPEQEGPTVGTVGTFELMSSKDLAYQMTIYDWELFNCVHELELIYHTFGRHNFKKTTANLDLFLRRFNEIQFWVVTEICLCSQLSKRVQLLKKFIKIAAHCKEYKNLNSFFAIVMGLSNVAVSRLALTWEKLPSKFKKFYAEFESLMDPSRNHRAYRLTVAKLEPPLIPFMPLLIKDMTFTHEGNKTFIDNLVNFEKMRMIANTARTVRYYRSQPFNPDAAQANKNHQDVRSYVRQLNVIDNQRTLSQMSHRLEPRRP
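Readout is BODIPY fluorescence (480 nm excitation, 540 nm emission), which falls as labeled GDP is exchanged off Rap1B. EPAC2 at 100 nM acted on 250 nM RAP1B-BODIPY-GDP with 50 uM GDP present.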
PLK1 PBD inh: blocks phosphopeptide binding to human PLK1 polo-box domain. P53350. Potency, µM, for inactives: max response, negative = inhibition, actives largely listed as inhibitors. 360,000 tested, 2.8% active. Plk1 PBD binding of FITC phosphopeptide, fluorescence polarization; note: potency is the fitted concentration of half-maximal effect; series mostly up to about 57 µM; % is set by controls: 0 for no effect and ±100 for the full control effect; nearly all actives have a fitted effect of over 65% in size
CCT chaperon mod: modulators of cytosolic chaperonin (CCT/TRiC) activity; purified chaperonin ATPase assay, HTRF ADP detection, 30 min; 360,000 tested, 0.3% active; activity change, % (concentration not given with the values), hits read low; AID 651819; in the data active = activity change below about -30%; note: % is set by controls: 0 for no effect and ±100 for the full control effect
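ATPase activity: ADP formed was measured by HTRF Transcreener (665/615 nm ratio) after 30 min at 37 deg C with 10 uM ATP. Compounds screened at one 76 uM concentration against 40 or 20 nM TRiC in Tris pH 7.4/KCl/MgCl2/DTT buffer.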
PI5P4K alpha inh: PI5P4K alpha (human) kinase inhibition; P48426; 330,000 tested, 1.2% active; AID 652105; PI5P4Kalpha enzyme, ADP-Glo luminescence, 60 min; stronger effect = lower value; max response, %; active = max response of -50% or lower; inconclusive = between -30% and -50%; inactive = -30% or higher; note: value at the top dose of about 77 µM; % is set by controls: 0 for no effect and ±100 for the full control effect
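Single end-point luminescence (ADP-Glo) quantified ADP from PI5P4Kalpha turnover; ATP 5 microM final, 1 h at RT, 0.1% CHAPS and 0.28 mM EGTA in HEPES pH 7.4.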
WRN inhibitor: WRN helicase (human) inhibition. Q14191. WRN helicase unwinding, fluorescent forked duplex, kinetic. Potency, µM (highest dose often 114 µM), for inactives: at the highest dose activity change, negative = inhibition, actives largely listed as inhibitors. 360,000 tested, 0.46% active; note: potency is the fitted concentration of half-maximal effect; % is set by controls: 0 for no effect and ±100 for the full control effect; nearly all actives have a fitted effect of over 55% in size
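Enzyme (20 nM final) and test compound sit together 15 min at room temperature before substrate addition. Substrate is a single-forked duplex oligonucleotide (100 nM) labelled with fluorophore and quencher, with 2 mM ATP; helicase unwinding raises red fluorescence, read kinetically.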
Numbers without * were called inactive; ? = inconclusive; . = not tested or not shown; [ ] = another dose, or the depositor's remark. Unless noted, calls come from the whole dose curve; as a rule, active = well fitted curve in the direction sought with a large enough effect; inconclusive = small, poorly fitted or top-dose-only effect, or another doubt; inactive = no such curve, though single readings can be large; an effect the other way counts as inactive or inconclusive.

SMILES	EPAC1 agonist	IL-2 act	EPAC1 antag	EPAC2 agonist	PLK1 PBD inh	CCT chaperon mod	PI5P4K alpha inh	WRN inhibitor
Cc1ccnc(NC(=O)CCN2C(=O)c3ccccc3S2(=O)=O)n1	8%	-1.9	19%	17%	-9%	-1.0	-11	13%
CCC1=NN(C(=O)c2ccc(Br)cc2)C(O)(c2ccccc2)C1 (stereo unspecified)	112µM*	-1.9	88%[activator]	1%	-1%	-5.6	-3	-3%
Cc1ccc(-c2n[nH]c(=S)n2Cc2ccccc2)cc1	13%	2.2	0%	-1%	-8%	-0.8	.	-7%
COc1ccc(CCNC(=O)c2c(O)c3c([nH]c2=O)CCCC3)cc1OC	-4%	-0.3	12%	-14%	2%	-2.3	-1	-6%
O=C(NN1C(=O)C2C3C=CC(C3)C2C1=O)c1ccccc1 (stereo unspecified)	2%	-2.3	16%	6%	-8%	-2.3	-3	7%
CN(C)CCn1c(SCc2ccccc2C#N)nc2c(sc3ccccc32)c1=O	-2%	0.0	-2%	17%	-15%	0.1	-11	14%
C=CCSC1=N/C(=C\c2ccc(C)o2)C(=O)S1	11%	0.2	-14%	10%	-16%	-2.3	-16	-7%[11.6 µM]
C[C@@H]1CN([C@@H](C)CO)C(=O)c2cccc(NC(=O)C3CCOCC3)c2O[C@H]1CN(C)S(=O)(=O)c1ccc(Cl)cc1	-6%	0.1	3%	-8%	-3%	0.0	-1	8%
CCOc1ccccc1N(CC(=O)NC1CCCC1)C(=O)CCC(=O)Nc1cc(C)on1	2%	1.0	-12%	-7%	-2%	-1.0	-2	-6%
CC1OC(OC2C(Oc3c(-c4ccc(O)cc4)oc4cc(O)cc(O)c4c3=O)OC(COC3O[C@@H](C)[C@H](O)[C@@H](O)C3O)C(O)C2O)C(O)C(O)C1O (stereo partly specified)	-10%	1.5	-8%	1%	-6%	-0.3	6	-1%
O=Cc1cn(CC(=O)Nc2ccccc2)c2ccccc12	-14%	-0.7	-5%	8%	-14%	0.1	2	5%
CCC(C(=O)OCC(=O)N(CCOC)c1c(N)n(Cc2ccccc2)c(=O)[nH]c1=O)c1ccccc1 (stereo unspecified)	-2%	-0.9	5%	-7%	2%	-0.4	2	-17%

Four entries drawn at random from those above:
SMILES	EPAC1 agonist	IL-2 act	EPAC1 antag	EPAC2 agonist	PLK1 PBD inh	CCT chaperon mod	PI5P4K alpha inh	WRN inhibitor
CCOc1ccccc1N(CC(=O)NC1CCCC1)C(=O)CCC(=O)Nc1cc(C)on1	2%	1.0	-12%	-7%	-2%	-1.0	-2	-6%
Cc1ccnc(NC(=O)CCN2C(=O)c3ccccc3S2(=O)=O)n1	8%	-1.9	19%	17%	-9%	-1.0	-11	13%
Cc1ccc(-c2n[nH]c(=S)n2Cc2ccccc2)cc1	13%	2.2	0%	-1%	-8%	-0.8	.	-7%
O=Cc1cn(CC(=O)Nc2ccccc2)c2ccccc12	-14%	-0.7	-5%	8%	-14%	0.1	2	5%

Next part.
SMILES	EPAC1 agonist	IL-2 act	EPAC1 antag	EPAC2 agonist	PLK1 PBD inh	CCT chaperon mod	PI5P4K alpha inh	WRN inhibitor
COc1cc(-c2nc(C(=O)NC3CCN(Cc4ccccc4)CC3)cc3c2[nH]c2ccccc23)cc(OC)c1OC	-12%	-0.9	-17%	11%	-11%	-1.0	3	4%
COc1ccc2[nH]c(=O)c(CN(Cc3ccco3)Cc3nnnn3Cc3ccccc3)cc2c1	2%	0.6	-5%	0%	-5%	-3.8	-14	-31%
CCCNc1nc2c(c(=O)n(C)c(=O)n2C)n1CCCc1ccccc1	-11%	0.3	-25%	3%	0%	-0.4	-4	7%
CC[C@]12c3[nH]c4cc(-c5ccco5)ccc4c3CCN1C(=O)[C@@H](CC(=O)NCC13CC4CC(CC(C4)C1)C3)C[C@@H]2C(=O)N1CCN(C(=O)c2ccco2)CC1	-10%	-0.3	-26%	-5%	-3%	1.6	-51*	4%[11.6 µM]
Cc1c(O)ccc(C(=O)COc2ccccc2F)c1O	-6%	0.1	-16%	2%	-6%	0.6	1	-14%
COc1ccc(S(=O)(=O)N(C)CC(=O)NCCc2ccccc2)cc1OC	-1%	-1.5	-3%	8%	-5%	-1.4	0	1%
Cc1c(NC(=O)CN2CCN(c3ccccc3)CC2)c(=O)n(-c2ccccc2)n1C	4%	-0.3	-2%	0%[15.6 µM]	-6%	1.5	-6	-1%
CC1CN(C(=O)COC(=O)c2ccc3ncsc3c2)CC(C)O1 (stereo unspecified)	-3%	-0.8	-15%	8%	-15%	-3.2	1	10%
CC(OC(=O)Cc1c[nH]c2ccccc12)C(=O)c1ccccc1 (stereo unspecified)	9%	-0.4	1%	9%	3%	-0.8	4	2%
O=C1C2C3C=CC(CO)(O3)C2C(=O)N1c1ccccc1-c1ccccc1 (stereo unspecified)	16%	-1.8	-7%	8%	7.5µM*	1.0	.	?
CC(=O)SCC(=O)N=c1sc2cc(F)ccc2n1C	8%	-0.6	-14%	9%	-4%	0.1	-6	-2%
CCC(=O)OCc1c(C(F)(F)F)nn(C)c1Oc1cccc(C(F)(F)F)c1	-7%	1.6	-16%	-7%	2%	-1.3	.	-3%
COc1cccc(C(=O)OCC(=O)NCCC2=CCCCC2)c1	-11%	-0.7	-6%	-6%	2%	3.9	6	2%
Cc1cc(N2CCCCCC2)nc2ccc(F)cc12	13%	-0.1	-8%	18%	-3%	-3.0	.	-14%
O=C(C1CC1)N1N=C(c2ccc(F)cc2)CC1(O)C(F)(F)F (stereo unspecified)	-2%	-0.7	-15%	8%	5%	1.5	9	10%
Cc1ccccc1-c1csc(N)n1	2%	0.3	-19%	6%	?	-0.1	2	9%
Nc1nc2n(n1)C(c1ccccc1Cl)CC(c1ccc(F)cc1)N2 (stereo unspecified)	-10%	-0.9	?	4%	-16%	0.2	5	-14%
NC(=O)C1CCCN(C(=S)Nc2ccccc2)C1 (stereo unspecified)	-6%	-4.9	0%	3%	2%	1.1	-1	-6%
O=C(/C=C/c1cccc(F)c1)Nc1cc(S(=O)(=O)N2CCOCC2)ccc1Cl	18%	-4.7	-1%	6%	-7%	-3.6	-2	-24%
CCCCSc1nnc([C@@H](NC(=O)OC(C)(C)C)C(C)C)o1	1%	-2.0	2%	-2%	-21%	1.0	1	-15%
Cc1ccc(NC(=O)Nc2nnc(Cc3ccc(F)cc3)s2)cc1	9%	-0.5	2%	9%	-6%	0.4	4	1%
COc1ccc(NC(=O)CCn2cccc2)cc1	1%	1.9	-2%	10%	-14%	1.2	5	3%
Cc1cccc(Cn2cnc3c(N)c(C)c(C)cc32)c1	7%	-3.3	25%	11%	-3%	-1.3	0	-6%
CN(CC(=O)N/N=C/c1ccc(F)cc1)S(=O)(=O)c1ccccc1	-1%	1.0	1%	10%	-7%	-3.4	-7	3%
COc1ccc(C(=O)NCC(=O)N2CCCCC2)cc1OC	11%	0.3	1%	7%	-8%	-0.8	8	0%
CC(C)(C)n1nc2c(c1NC(=O)Cc1ccccc1)CS(=O)(=O)C2	7%	-0.7	-25%	7%	-27%	-0.1	3	1%
COC(=O)c1c(C(=O)OC)c(-c2cccc(Cl)c2)n2c1CS(=O)(=O)C2	-4%	0.0	0%	7%	-1%	-0.5	-1	5%
Cc1ccc(C)c(OCCCCn2ccnc2)c1	4%	1.4	7%	-12%	-2%	-1.1	.	-6%
Cc1cc(C)c(NC(=O)CS(=O)CC(=O)NCCN2CCCCCC2)c(C)c1 (stereo unspecified)	4%	-0.3	22%	6%	-14%	-1.5	4	-17%

Marked active in PLK1 PBD inh, among the entries above:
| canonical_smiles | IL-2 act | EPAC1 antag | EPAC2 agonist | PLK1 PBD inh | CCT chaperon mod | PI5P4K alpha inh | WRN inhibitor |
| --- | --- | --- | --- | --- | --- | --- | --- |
| O=C1C2C3C=CC(CO)(O3)C2C(=O)N1c1ccccc1-c1ccccc1 (stereo unspecified) | -1.8 | -7% | 8% | 7.5µM* | 1.0 | . | ? |

The list is partial (hit frequency here may not be typical).
